# DT40 TDP1 no CPT: qHTS for Inhibitors of human tyrosyl-DNA phosphodiesterase 1 (TDP1): qHTS in cells in absence of CPT; AID 686978, 2013; DT40 Tdp1-/- hTDP1 cells, no CPT, ATP luminescence, 48 h; 420,000 tested, 15% active; Potency, µM (highest dose often 46.2 µM), for the others: top-dose activity change, negative = growth inhibition, hits mostly inhibitors; also: nearly all actives have a fitted effect of over 55% in size
#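 Readout: luminescence from CellTiter-Glo after 30 min in the dark at RT. Cells: DT40 Tdp1-/- with stable hTDP1, 400/well. Exposure: compounds alone, ≥48 hr, 37 °C.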
# TDP1 block: qHTS Assay for Inhibitors of Tyrosyl-DNA Phosphodiesterase (TDP1). recombinant TDP1, AlphaScreen DNA substrate cleavage. Potency, µM (titrated, usually from 130 µM), for inactives: top-dose activity change, negative = inhibition, hits mostly inhibitors. 350,000 tested, 0.28% active. AID 485290, 2010; also: nearly all actives have a fitted effect of over 40% in size
# Target sequence (Q9NUW8 whole entry, looked up): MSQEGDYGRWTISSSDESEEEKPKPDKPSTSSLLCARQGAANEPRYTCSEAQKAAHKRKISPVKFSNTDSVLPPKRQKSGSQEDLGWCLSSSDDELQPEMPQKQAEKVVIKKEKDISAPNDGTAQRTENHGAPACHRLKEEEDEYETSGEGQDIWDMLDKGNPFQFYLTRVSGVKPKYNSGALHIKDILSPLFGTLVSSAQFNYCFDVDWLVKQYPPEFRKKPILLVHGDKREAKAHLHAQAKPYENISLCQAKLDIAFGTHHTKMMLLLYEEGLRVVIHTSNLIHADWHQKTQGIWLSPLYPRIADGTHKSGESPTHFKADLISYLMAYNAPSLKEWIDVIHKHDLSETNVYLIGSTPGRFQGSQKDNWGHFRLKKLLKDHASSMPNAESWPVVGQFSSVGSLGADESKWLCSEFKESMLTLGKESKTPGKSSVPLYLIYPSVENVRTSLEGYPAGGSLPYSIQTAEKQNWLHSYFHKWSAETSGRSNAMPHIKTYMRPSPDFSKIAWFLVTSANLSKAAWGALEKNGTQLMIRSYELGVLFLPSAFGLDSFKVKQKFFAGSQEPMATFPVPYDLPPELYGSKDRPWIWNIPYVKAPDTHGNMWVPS
#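 Compounds were preincubated with Tdp1 (1 nM final) for 15 min at room temperature before substrate (15 nM final) started a 5 min reaction; beads (10 ug/ml final) were then added for 10 min before AlphaScreen detection.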
# TDP1 cell CPT: qHTS for Inhibitors of human tyrosyl-DNA phosphodiesterase 1 (TDP1): qHTS in cells in presence of CPT; 420,000 tested, 12% active; Potency, µM (series often up to 46.2 µM), without a hit: top-dose activity change, negative = growth inhibition, usual class: inhibitors; chicken DT40 Tdp1-/-;hTDP1 cells + 20 nM CPT, ATP luminescence, 48 h; also: nearly all actives have a fitted effect of over 55% in size
#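 Chicken DT40 Tdp1-/- cells stably complemented with human TDP1 were seeded at 400 cells/well in medium containing 20 nM camptothecin, exposed to pin-transferred compounds, and grown at 37 °C for at least 48 hr. Viability was read as ATP luminescence.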
# Active calls of the source: *; ? = inconclusive; · = not tested or not shown; [ ] = dose if it differs, or a comment. Calls follow the shape of the dose curve; as a rule, active = well fitted curve in the direction sought with a large enough effect; inconclusive = small, poorly fitted or top-dose-only effect, or another doubt; inactive = no such curve, though single readings can be large; an effect the other way counts as inactive or inconclusive. % is scaled to controls: 0 for no effect and ±100 for the full control effect; potency is read from the fitted curve at half-maximal effect.
SMILES,DT40 TDP1 no CPT,TDP1 block,TDP1 cell CPT
CC(=O)c1ccc(OC2(C)CCN(Cc3cc4ccccc4[nH]3)C2)cc1 (stereo not given),8.2µM*,·,4.11µM*
COc1ccc(C2CC(=O)c3c([nH]c(C(=O)OC4CCCCCC4)c3C)C2)cc1 (stereo not given),?,0.0%,?
CCCSc1nc2sc3c(c2c(=O)[nH]1)CC(C)CC3 (stereo not given),16.4µM*,7.7%,?
COc1cc(C2C(C(=O)c3cccs3)=C(O)C(=O)N2CCN2CCOCC2)ccc1OCCC(C)C (stereo not given),-0.6%,·,14.9%
O=C1Nc2ccc(S(=O)(=O)NCCC3=CCCCC3)c3cccc1c23,?,-5.2%,?
CCNc1nc(NC(C)C)nc(Oc2ccc(OCCOc3ccc(C)cc3)nn2)n1,?,6.0%,20.6µM*
CCCCC#Cc1ccc2c(c1)COc1c3ccccc3nn1-2,?,2.4%,-7.6%
Cc1ccc2[nH]c(CSc3nnc(NC(=O)c4ccccc4F)s3)cc(=O)c2c1,10.3µM*,8.1%,10.3µM*
O=C(Nc1cccnc1)c1ccc([N+](=O)[O-])cc1Cl,4.3%,-2.6%,-15.0%
Cc1c(NC(=O)N(C)C)c(=O)n(-c2ccccc2)n1C,5.7%,-2.2%,5.1%
CCOc1ccc(CN2CCNC(=O)C2CC(=O)O)cc1 (stereo not given),-23.5%,-3.6%,30.6%[activator]
CC(C)Cn1cc(NC(=O)Nc2cccc(C(F)(F)F)c2)c2ccccc2c1=O,?,0.0%,20.6µM*

# Fetched one by one from the list above:
SMILES,DT40 TDP1 no CPT,TDP1 block,TDP1 cell CPT
COc1ccc(C2CC(=O)c3c([nH]c(C(=O)OC4CCCCCC4)c3C)C2)cc1 (stereo not given),?,0.0%,?
Cc1c(NC(=O)N(C)C)c(=O)n(-c2ccccc2)n1C,5.7%,-2.2%,5.1%
O=C(Nc1cccnc1)c1ccc([N+](=O)[O-])cc1Cl,4.3%,-2.6%,-15.0%
Cc1ccc2[nH]c(CSc3nnc(NC(=O)c4ccccc4F)s3)cc(=O)c2c1,10.3µM*,8.1%,10.3µM*
CCOc1ccc(CN2CCNC(=O)C2CC(=O)O)cc1 (stereo not given),-23.5%,-3.6%,30.6%[activator]

# New compounds follow.
SMILES,DT40 TDP1 no CPT,TDP1 block,TDP1 cell CPT
CN1C(=O)CC(N2CCC(C(N)=O)CC2)C1=O (stereo not given),-16.2%,1.1%,-2.0%
CCNC(=S)N(Cc1cc2cc(C)cc(C)c2[nH]c1=O)C1CCCC1,?,2.3%,?
O=S(=O)(c1ccc(F)c(F)c1)N1CCN(CCc2ccccc2)CC1,-6.8%,2.0%,-17.7%
CCOc1cc(-c2sc(Nc3ccccc3)n[n+]2C)ccc1OC,-23.5%,·,?
COc1cc(SC)ccc1C(=O)OCC(=O)NC(=O)NC(C)C,5.0%,-2.3%,28.5%
COc1ccc2c(c1)C(C)=CC(C)(C)N2C(=O)C(C)N1C(=O)c2ccccc2C1=O (stereo not given),?,-0.7%,?
O=C(O)c1cccc(NC(=S)N/N=C/c2cccnc2)c1,3.2%,0.0%,5.5%
CC(C)(C)OC(=O)N1CCC(C(=O)Nc2ccc(C(=O)NCc3ccccc3)cc2)CC1,14.6µM*,·,16.4µM*
CC1CN(CCOc2ccc(F)cc2)CC(C)O1 (stereo not given),20.4%,·,2.9%
Cc1ccc(S(=O)(=O)N2CCOCC2)cc1NC(=O)CSc1nnnn1C,0.2%,8.0%,-20.6%
O=C(CCNC(=O)c1ccc(Br)cc1)Nc1nc2ccccc2[nH]1,-15.2%,-4.1%,-9.3%
O=C(CN1CCN(c2ccccn2)CC1)Nc1cccc(S(=O)(=O)N2CCOCC2)c1,-18.9%,0.0%,?
O=C(CNC(c1ccccc1)c1ccccc1)Nc1c(F)cccc1F,16.4µM*,0.0%,?
N#CC1=C(N)OC2=C(C(=O)CC(c3ccccc3)C2)C1c1ccc2c(c1)OCO2 (stereo not given),?,2.6%,?
COc1ccccc1C=NN=C(N)C(N)=NN=Cc1ccccc1OC,-87.0%,·,?
Cc1cc(=O)[nH]c(N/N=C/c2ccc(-c3ccc([N+](=O)[O-])cc3)o2)n1,?,0.3%,-19.5%
CCCC(=O)OC1CC(C)N(C(=O)c2ccccc2)c2ccc(C)cc21 (stereo not given),23.1µM*,-5.5%,?
O=C1NC(=Nc2ccccc2Br)SC1(CO)CO,1.6%,·,-5.6%
CC(=O)N1CCC(N(CCN2CCOCC2)C(=S)Nc2ccc(C)cc2)CC1,-21.9%,2.5%,19.5%
CCOc1ccc(C(=O)OCCCN(C)C)cc1,-0.3%,1.2%,15.3%
COc1ccc(Nc2nc(C)c(C(C)=O)s2)cc1,?,·,-15.9%
O=C(CN1C(=O)c2cccc3cccc1c23)Nc1cccnc1,?,-4.2%,-17.2%
COc1cn(CC(=O)Nc2cccc(C)c2C)c(CN2CCCCC2)cc1=O,-0.6%,6.4%,-3.1%
COc1cccc(CN2C(=O)CCC2(C)C(=O)NC2CCCC2)c1 (stereo not given),-1.2%,-0.5%,3.0%
COc1ccc2c(c1)NC(c1cccnc1)=NC(c1ccc(F)cc1)=N2,9.2µM*,7.0%,14.6µM*
COc1cc(NC(=O)[C@@H]2O[C@H](CO)[C@@H](O)[C@H]2O)cc(OC)c1OC,0.9%,·,2.4%
Cc1ccc(-c2csc3ncnc(SCC(N)=O)c23)cc1,?,-5.4%,?
O=C(CSC(=S)N1CCCC1)Nc1ncc(Cl)cc1Cl,-22.8%,0.0%,-8.1%
O=c1c2ccccc2nc(SCc2ccc([N+](=O)[O-])cc2)n1CCCO,6.51µM*,-2.8%,10.3µM*
O=C(C[n+]1ccccc1Cl)c1ccc(Br)cc1,?,·,?
CCN(C(C)=O)c1nc(CCl)cs1,-18.7%,6.9%,?
Cc1noc(C)c1NC(=O)N(C)C[C@H]1Oc2ccc(NC(=O)CCN3CCOCC3)cc2C(=O)N([C@H](C)CO)C[C@@H]1C,0.3%,0.5%,-3.6%
CCOc1ccc(NC(=O)c2ccccc2NC(=O)CN2CCN(C(C)=O)CC2)cc1,1.4%,3.0%,12.2%
CC(C)n1c(=S)[nH]c2scc(-c3cccs3)c2c1=O,0.9%,5.1%,-5.2%
CCN(CC)S(=O)(=O)c1ccc(C(=O)C(C#N)c2ccccn2)cc1 (stereo not given),-19.6%,5.0%,-6.9%
CCCNC(=O)N(C)C[C@H]1Oc2ncc(C#CCc3ccccc3)cc2C(=O)N([C@H](C)CO)C[C@H]1C,10.3µM*,·,29.1µM*
CCOc1cc(/C=C2/C(=N)N3C(=NC2=O)SN=C3S(C)(=O)=O)ccc1OC(=O)c1ccco1,17.9%,1.4%,-4.9%
CCOC(=O)C1CCCN(C(=O)CNC(=O)Cn2ccc3ccccc3c2=O)C1 (stereo not given),-12.7%,-1.1%,-15.1%
COC(=O)c1ccc(CSc2nc(N3CCOCC3)c3c(c2C#N)CC(C)(C)OC3)o1,?,-2.1%,-11.1%
Cc1cc(C(=O)Nc2cccnc2)on1,-15.2%,-5.2%,0.6%
CC1(C)Cc2c(C#N)c(NCCN3CCOCC3)nc(-c3ccccc3)c2CO1,-28.9%,2.8%,?
O=S(=O)(c1cccc(-c2nnco2)c1)N1CCOCC1,-17.7%,-2.6%,6.4%
Cc1ccc(C)c(N2CCN(C(=S)NC3CCCCC3)CC2)c1,-13.7%,0.0%,-2.0%
CC/C(C)=N/Nc1nc(-c2cc3cccc(OC)c3oc2=O)cs1,?,1.3%,-16.2%
COc1ccc(N=C2C(=Nc3ccc(OC)cc3)N(c3ccc(OC)cc3)C(=S)N2C(=O)c2ccc(OC)cc2)cc1,18.4µM*,5.0%,?
COc1cccc(N2CCN(C(=O)C3CCCN(S(=O)(=O)c4cnc[nH]4)C3)CC2)c1 (stereo not given),-25.0%,-1.2%,?
CC(CN1CCCCCC1)C(=O)NN (stereo not given),-8.4%,3.0%,-3.4%
Cc1oc(-c2ccc(Cl)cc2)nc1CS(=O)CC(=O)NCc1ccc2c(c1)OCO2 (stereo not given),-28.8%,·,-4.2%
CC(C)NC(=S)NC(=O)c1ccc(-c2ccccc2)cc1,16.4µM*,5.5%,23.1µM*
COCCN(C(=O)Cc1cccs1)c1nnc(-c2ccncc2)s1,0.5%,4.2%,-7.2%
Cc1cc(C(=O)NNC(=O)c2ccc(Cl)cc2Cl)c(C)o1,-8.9%,·,-12.3%
CCOc1ccc(OCc2ccc(C(=O)NN=Cc3ccc[nH]3)cc2)cc1,-11.4%,1.5%,-11.2%
COc1ccc(C(=O)C2CCN(CC(=O)NCc3ccccc3)CC2)cc1,?,5.3%,-18.9%
O=C(CSc1cccs1)NCCc1ccccc1,0.9%,3.5%,-1.5%
CCC(C)[C@H](NC(=O)N1CCCC1)C(=O)OC (stereo not given in full),-7.5%,7.5%,-8.6%
CCC(C)(C(=O)NC1CCCC1)N(CC1CCCO1)C(=O)CNC(=O)c1ccccc1 (stereo not given),-6.7%,1.1%,-10.7%
CN(C)N=Nc1ccc(S(=O)(=O)NC(=O)Cc2ccccc2)cc1,2.6%,·,36.9%[activator]
CCOc1cccc(N2C(=O)CC(n3cnc4ccccc43)C2=O)c1 (stereo not given),-3.1%,8.2%,-4.3%
CC1CCC(C(C)C)C(OCC[N+](C)(C)C)C1 (stereo not given),?,1.1%,?
Clc1ccc(Cn2cccc2C2=NCCO2)cc1,-26.4%,7.3%,-2.2%

# Whole records from above. Order of screens: DT40 TDP1 no CPT, TDP1 block, TDP1 cell CPT
# Shown for `Cc1cc(C(=O)NNC(=O)c2ccc(Cl)cc2Cl)c(C)o1` : -8.9%, ·, -12.3%
# Shown for `O=C(CSc1cccs1)NCCc1ccccc1` : 0.9%, 3.5%, -1.5%

# Later entries.
SMILES,DT40 TDP1 no CPT,TDP1 block,TDP1 cell CPT
CCN(c1ccccc1)c1nnc(NC(=O)Nc2ccc(Br)cc2F)s1,?,5.7%,?
COc1ccc(Cl)cc1NC(=O)CN(C)C1CCCCC1,?,6.6%,?
CCCCNC(=S)N(CCN(CC)CC)Cc1cc2cc3c(cc2[nH]c1=O)OCCO3,?,·,25.9µM*
CCc1nn2c(=O)cc(COC(=O)c3cccc(NC(=O)c4ccccc4Cl)c3)nc2s1,?,1.2%,?
Cc1ccc(S(=O)(=O)N2CCC(=O)N([C@H](COC(=O)Nc3ccccc3)Cc3ccccc3)CC2)cc1,18.4µM*,·,?
COc1cccc(NC(=O)CN(C)C(=O)c2cccc(S(=O)(=O)N3CCN(c4ccc(F)cc4)CC3)c2)c1,16.4µM*,3.7%,16.4µM*
Cc1ccc(C(=O)CC(=O)COc2ccc(Cl)cc2C)cc1,5.8µM*,-2.3%,4.11µM*
Cc1cc(N/N=C/c2ccco2)c2ccccc2n1,?,10.1%,?
CC1(C)CC=CC(COC(=O)c2ccccc2C(=O)O)C1 (stereo not given),-25.4%,·,-4.8%
COc1ccc(C2CC(c3ccc(Cl)cc3)Nc3nc(NC(=O)c4ccco4)nn32)cc1 (stereo not given),?,3.6%[56.1 µM],?
O=C(CCC1CCCN(C(=O)c2ccco2)C1)NCc1ccccc1F (stereo not given),?,0.0%,18.4µM*
Cc1ccc(OCCN2C(=O)S/C(=C\c3ccc(C)o3)C2=O)cc1,-24.3%,3.4%,-19.6%
Cc1ccc(C2=NNC(C(O)C(O)C(O)CO)S2)cc1 (stereo not given),-85.0%,1.1%,-18.9%
C=CCN1CCC(=O)C(C(=O)OCC)=C1C(=O)OCC,-11.8%,·,-3.1%
CN(Cc1ccc(F)cc1)C(=O)c1ccc(NS(=O)(=O)c2ccc3[nH]c(=O)[nH]c3c2)cc1,-3.5%,0.0%,-3.7%
COc1ccc(-c2nc(NC(=O)C3=NN(c4cccc(C)c4)C(=O)CC3)sc2C)cc1,?,4.9%,23.1µM*
O=C(NCc1ccc(F)cc1)C(=O)Nc1ccc2nc3n(c(=O)c2c1)CCCCC3,-7.2%,2.5%,5.7%
COC(=O)C(C(=O)OC)C(c1ccccc1)C(C(=O)c1ccccc1)[N+](=O)[O-] (stereo not given),-20.6%,·,15.8%
COc1ccc(NC(=O)Cn2nnc(C(=O)NCc3ccccc3)c2N)c(OC)c1,13µM*,-2.7%,?
Cc1ccc(CNc2oc(-c3ccc(COc4ccc(C)cc4)o3)nc2C#N)cc1,?,9.9%,?
Cn1c(SCC(=O)NC2CCCC2)nnc1-c1ccccn1,15.6%,1.7%,12.4%
O=C(CN1CCN(c2ccccn2)CC1)N(c1ccccc1)c1ccc2ccccc2c1,18.4µM*,4.2%,16.4µM*
O=C(NNC(=O)c1ccccc1)C(=O)N1CCCCC1,-1.0%,3.8%,8.6%
Cc1cccc(C)c1NC(=O)c1cc(S(=O)(=O)N2CCC3(CC2)OCCO3)ccc1F,-20.0%,·,-16.4%
COc1cccc(NC(=O)Cn2c(=O)n(CCc3cccc(C)c3)c(=O)c3ccccc32)c1,-26.2%,0.0%,-21.8%

# Bioassay records deposited in PubChem by National Center for Advancing Translational Sciences (NCATS).
